Abeta rescue: restores growth of yeast expressing A-beta42 peptide | Potency, µM (series often up to 46.1 µM), without a hit: top-dose growth rescue, hits mostly activators | 0.063% of 410,000 active | yeast expressing A-beta42, growth rescue, OD600, 48 h; response scale: 0% DMSO, 100% iron-clioquinol control | AID 1347071; further: potency means the concentration at half of the fitted maximal effect; nearly all actives have a fitted effect of over 55% in size
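Yeast growth medium received pinned compounds, then yeast cells expressing toxic A-beta were added; plates incubated at 30 C for 48 hr. Growth read as absorbance at 600 nm, normalized to DMSO and equimolar FeCl3 plus clioquinol controls.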
Nrf2 block: Nrf2 pathway inhibition. AID 504444. 2.1% of 360,000 active. A549 ARE-Fluc reporter, luciferase luminescence, 18-24 h. Potency, µM (series often up to 46 µM), for inactives: at the top dose activity change, negative = inhibition, most hits filed as inhibitors; further: potency means the concentration at half of the fitted maximal effect; on the % scale 0 is the no-effect control and ±100 the full control effect; nearly all actives have a fitted effect of over 60% in size
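A549 ARE_Fluc cells (5000/well, 5% FBS OPTI-MEM) pre-incubated 2 h, then treated with compounds 18-24 h at 37C/5% CO2 in concentration-response. CellTiter-Fluor viability read first; BugLite luciferase luminescence after 15 min at room temperature gives Nrf2 activity.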
Nrf2 ARE act: activates Nrf2 signaling. AREc32 ARE-luciferase reporter (MCF7-derived line), luminescence, 24 h. 0.31% of 410,000 active. AID 624171. Potency, µM (titrated, usually from 46.1 µM), inactives show top-dose activation, hits mostly activators; further: potency means the concentration at half of the fitted maximal effect; % of control where 0% means no effect; nearly all actives have a fitted effect of over 65% in size
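Cells of the AREc32 ARE-luciferase line are plated in OPTI-MEM containing 5% FBS and left overnight at 37 deg C. Compounds are pinned in, incubation continues 24 hr, and firefly luciferase signal is then measured.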
MmCpn inh: M. maripaludis TRiC chaperonin inhibition; purified Mm-Cpn ATPase, ADP Transcreener TR-FRET; Potency, µM (series often up to 76.9 µM), inactives show at the highest dose activity, negative = inhibition, usual class: inhibitors; 0.031% of 330,000 active; AID 504842; further: potency means the concentration at half of the fitted maximal effect; on the % scale 0 is the no-effect control and ±100 the full control effect; nearly all actives have a fitted effect of over 80% in size
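Eu-cryptate anti-ADP/ADP-d2 competition gives a ratio inversely related to ADP. Enzyme at 25 nM was pre-exposed to compound for 10 min, then given 10 uM ATP for 30 min, 37°C throughout.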
pAkt inh: Akt phosphorylation inhibition; 0.32% of 360,000 active; Neuro2A IGF-stimulated pAkt S473 HTRF, 20 min; hits give low values; activity change, % for hits at 50 µM; in the data active means activity change below about -80%; inconclusive means mostly about -51% to -80%; further: on the % scale 0 is the no-effect control and ±100 the full control effect
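Single-point screen (50 µM final compound) in Neuro2A cells stimulated 20 min with 6 nM IGF at 37 deg C. After lysis, Ser473-phosphorylated Akt read by HTRF (ex 330 nm, em 615/665 nm) as the 665/615 ratio.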
HepG2 tox: HepG2 cytotoxicity, counter-screen for TGF-b inhibitors | HepG2 CAGA-GFP viability, ATP luminescence, 18 h | Potency, µM (top dose mostly 46.1 µM), for inactives: at the highest dose activity change, negative = cytotoxicity, actives largely listed as cytotoxic | 0.76% of 410,000 active; further: potency means the concentration at half of the fitted maximal effect; some results filed as inactive show a strong effect at the top dose
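HepG2 CAGA-GFP cells (1000/well, DMEM with 1% FBS) received compound, then TGF-beta at 500 pg/mL final, and were incubated 18 hours at 37 degrees C. Viability was read by CellTiter-Glo luminescence. Media-only wells were set as complete cell-killing and DMSO as no toxicity.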
CCT modulator: cytosolic chaperonin activity modulation | purified chaperonin ATPase assay, HTRF ADP detection, 30 min | activity change, % (concentration not given with the values), hits read low | 0.3% of 360,000 active | AID 651819; in the data active means activity change below about -30%; further: on the % scale 0 is the no-effect control and ±100 the full control effect
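ATPase activity: ADP formed was measured by HTRF Transcreener (665/615 nm ratio) after 30 min at 37 deg C with 10 uM ATP. Compounds screened at one 76 uM concentration against 40 or 20 nM TRiC in Tris pH 7.4/KCl/MgCl2/DTT buffer.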
TGFb SMAD3 inh: TGF-b pathway inhibition; HepG2 CAGA-GFP TGF-b/SMAD3 reporter, GFP fluorescence, 18 h; TGF-beta stimulated, 500 pg/mL final; Potency, µM (doses to about 46.1 µM), for the others: at the top dose activity, negative = inhibition, most hits filed as inhibitors; 1.2% of 410,000 active; AID 588855; further: potency means the concentration at half of the fitted maximal effect; on the % scale 0 is the no-effect control and ±100 the full control effect; nearly all actives have a fitted effect of over 65% in size
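Smad-responsive CAGA-GFP expression was quantified in HEPG2 cells exposed to compounds and 500 pg/mL final TGF-beta for 18 h at 37 degrees C; unstimulated wells defined full inhibition.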
A549 tox: counter-screen for Nrf2 inhibitors: cytotoxicity in A549 cells; 0.16% of 390,000 active; Potency, µM (titrated, usually from 46 µM), for inactives: at the highest dose activity change, negative = cytotoxicity, hits mostly inhibitors; AID 504648; A549 ARE-Fluc cells, CellTiter-Fluor viability, 18-24 h; further: potency means the concentration at half of the fitted maximal effect; on the % scale 0 is the no-effect control and ±100 the full control effect
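A549 ARE-Fluc cells in 5% FBS OPTI-MEM, 5000 cells/well, rested 2 h then exposed to compounds in concentration-response for 18-24 h at 37 °C. Viability by CellTiter-Fluor fluorescence (Ex 405/Em 525) after 30 min; luciferase luminescence (BugLite, 15 min, RT) read afterwards.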
Numbers without * were called inactive; i = inactive; ? = inconclusive; nt = no result given; & = joins results of further samples; [ ] = dose if it differs, or a comment. Unless noted, the call rests on the fitted dose curve; in most records, active means well fitted curve in the direction sought with a large enough effect; inconclusive means small, poorly fitted or top-dose-only effect, or another doubt; inactive means no such curve, though single readings can be large; an effect the other way counts as inactive or inconclusive.

The first two records (preview)
#	mol	HepG2 tox	Nrf2 ARE act	CCT modulator	pAkt inh	MmCpn inh	TGFb SMAD3 inh	A549 tox	Abeta rescue	Nrf2 block
1	Cc1ccc(C(=O)N2CCCc3ccccc32)c(F)c1F	0%	2.7%	2.2	i	0%	3%	1%	-13%	8%
2	COc1ccccc1C(=O)Nc1ccc(-c2nnc(SCC(=O)O)n2C)cc1	-4%	-0.1%	-6.8	i	0%	-1%	-3%	9%	-1%

Results, repeating the preview:
#	mol	HepG2 tox	Nrf2 ARE act	CCT modulator	pAkt inh	MmCpn inh	TGFb SMAD3 inh	A549 tox	Abeta rescue	Nrf2 block
1	Cc1ccc(C(=O)N2CCCc3ccccc32)c(F)c1F	0%	2.7%	2.2	i	0%	3%	1%	-13%	8%
2	COc1ccccc1C(=O)Nc1ccc(-c2nnc(SCC(=O)O)n2C)cc1	-4%	-0.1%	-6.8	i	0%	-1%	-3%	9%	-1%
3	COC(=O)[C@@H]1C(c2ccccc2)(c2ccccc2)[C@@]1(C)C(=O)OC	1%	0.4%	-1.9	i	1%	-12%	-4%	10%	-11%
4	Cc1csc2nc3cc(C(N)=O)ccc3c(=O)n12	-21%	16%	1.5	i	-6%	0%	11%	-4%	10%
5	Cc1ccc(NC(=O)COC(=O)C2CCC(=O)N2)c(S(=O)(=O)N2CCOCC2)c1 (centres undefined)	-8%	0.1%	-1.5	-114%*	-1%	-5%	2%	7%	7%
6	Cc1cc(C(=O)N/N=C/c2cc([N+](=O)[O-])cc(C)c2O)n[nH]1	-50%	-0.7%	0.5	i	4%	-4%	-7%	-45%[inhibitor]	-24%
7	Cc1cn2nc(N)c3ccccc3c2n1	-12%	-0.3%	-0.4	i	-4%	2%	-4%	-7%	-5%
8	CCC(CC)C(=O)Nc1c(C)n(C)n(-c2ccccc2)c1=O	-1%	-0.6%	-2.8	i	1%	9%	-11%	10%	4%
9	COc1cccc(N2CCN(Cc3nc(N)nc(Nc4ccccc4)n3)CC2)c1	-22%	-0.1%	-2.2	i	1%	-8%	-3%	22%	-7%
10	CC(C)(C)c1csc(NC(=O)c2ccc(Br)o2)n1	1%	5.9%	-2.2	i	-1%	-8%	1%	-15%	?
11	Cc1cc(C)n2cc(CSCc3ccco3)nc2n1	-2%	2.6%	2.0	i	1%	0%	-5%	2%	3%
12	CCCNC(=O)CCNC(=O)[C@H](O)C(C)(C)CO	0%	-0.6%	1.0	i	-1%	-2%	1%	-7%	2%
13	O=C(O)COc1ccccc1/C=N/NC(=O)CN1CCN(Cc2ccccc2Cl)CC1	2%	-0.7%	0.9	i	1%	-4%	3%	1%	-6%
14	COC(=O)Cn1ncn2c(cc3oc(C)cc32)c1=O	1%	0.1%	0.6	i	-5%	-5%	-3%	13%	?
15	Cc1cccc(NS(=O)(=O)c2ccc(-c3cnc(C4CC4)o3)cc2)c1C	-25%	2.8%	0.8	i	-2%	14µM*	-6%	-27%	-2%
16	Cc1cc(C)n(-c2ccc(NC(=O)C3CCCCN3C(=O)c3occc3C)cc2)n1 (centres undefined)	6%	5.9%	-1.2	i	-1%	3%	1%	7%	10%
17	Cc1ccc(S(=O)(=O)c2nc(-c3ccccc3Br)oc2N(C)C)cc1	-33%	0.1%	1.2	i	nt	?	-9%	15%	19%
18	O=C(NCCO)c1ccc2nc(-c3ccco3)c(-c3ccco3)nc2c1	-8%	?	3.4	i	-18%	-10%	-16%	-6%	8%
19	CCOc1ccc(OCc2ccc(C(=O)N3CCCC3)o2)cc1	-32%	5.0%	-0.4	i	1%	-6%	-10%	-27%	20%
20	CC1CCCCC1NC(=O)/C(C#N)=C/c1ccc(OCC(N)=O)cc1 (centres undefined)	-40%	4.9%	-1.5	i	-1%	0%	0%	1%	1%
21	COC(=O)c1ccc(/C=C/C(=O)OCC(=O)Nc2cc(C)on2)cc1	3%	3.1%	-2.3	i	0%	0%	-1%	3%	3%
22	Cc1nn(-c2ncc(C(F)(F)F)cc2Cl)c(=O)n1-c1c(F)cccc1F	-13%	-0.6%	1.0	i	0%	?	9%	1%	?
23	CCOc1ccc(CCNC(=O)c2cc3c(=O)n(C)c4ccccc4c3n2C)cc1OCC	-18%	0.4%	nt	nt	nt	3%	0%	0%	1%
24	CCC(=O)Nc1ccc2nc(SCC(=O)N3CCCC3)sc2c1	4%	2.0%	-3.2	i	-1%	2%	-1%	5%	nt
25	CCNc1nc(NC(C)C)nc(OCCOC(=O)Nc2ccccc2)n1	-5%	0.4%	-0.4	i	-1%	-1%	-6%	9%	10%
26	COc1ccc(-c2cccc(NS(=O)(=O)c3ccccc3[N+](=O)[O-])c2)nn1	-3%	4.1%	-0.1	i	1%	-16%	-4%	2%	-18%
27	CC(=O)Nc1cc(NC(C)=O)cc(C(=O)OCC(=O)c2ccc3c(c2)OCO3)c1	7%	0.5%	1.5	i	-14%	0%	1%	-1%	16%
28	COc1cc(/C=C2\NC(=S)NC2=O)ccc1OCc1cccc(C(=O)O)c1	-14%	-0.8%	-2.5	i	-1%	-9%	12%	-11%	12%
29	CC(=O)NCCCC(=O)NC(CCC(=O)OCc1ccccc1)C(=O)OCc1ccccc1 (centres undefined)	-66%	-0.4%	-4.0	i	-2%[15.4 µM]	?	5%	-2%	-5%
30	Cc1ccc(C)c(CSc2c(C(C)C)cnc3c2c(=O)n(C)c(=O)n3C)c1	-14%	-0.3%	nt	nt	nt	-16%	9%	-11%	nt

Following part
#	mol	HepG2 tox	Nrf2 ARE act	CCT modulator	pAkt inh	MmCpn inh	TGFb SMAD3 inh	A549 tox	Abeta rescue	Nrf2 block
31	COc1cc(C(=O)Oc2cccc(C)c2)cc(OC)c1OC	-2%	0.0%	-0.7	i	-1%	4%	-1%	3%	nt
32	Cc1ccc2c(CC(=O)Nc3c(C(=O)c4ccc(F)cc4)oc4ccccc34)coc2c1C	-1%	11%	nt	nt	nt	-1%	1%	-16%	?
33	Cc1cc(Nc2ccccc2)nc2cc(O)ccc12	-32%	13%	1.1	i	-1%	?	-7%	13%	19%
34	COc1ccc(S(=O)(=O)Nc2ccc3c(c2)OCO3)cc1C	-8%	-0.1%	-2.1	i	1%	0%	1%	32%	-20%
35	COc1ccc(-c2n[nH]c(C)c2-c2ccc(OC)c(OC)c2)c(O)c1	-60%	4.1%	-2.8	i	-2%	-1%	-10%	6%	-6%
36	Cc1oc2ncnc(N3CCCCC3)c2c1C(=O)Nc1cccc(F)c1	-30%	-0.7%	nt	nt	nt	-19%	-11%	-27%	?
37	CN(CCC#N)C(=O)CSc1nc2scc(-c3ccccc3)c2c(=O)[nH]1	7%	-0.4%	3.0	i	-2%	-4%	0%	0%	-4%
38	O=C(NCc1ccccc1)[C@]1(C(F)(F)F)C[C@H](CCc2ccccc2)CCCO1	1%&-34%	-0.5%	-0.8	i	nt	?	3%&4%	-7%	-12%&21%
39	O=C(CNC(=O)c1ccco1)Nc1ccc2c(c1)OCCO2	-16%	-0.9%	2.0	i	-2%	-13%	2%	-5%	?
40	Nc1ccccc1C(=O)Nc1cccc2ccccc12	3%	8.6%	-0.1	i	-1%	-13%	6%	20%	?
41	CCN(CC)CCCNC(=S)N1CCN(c2nc(-c3ccc(F)cc3)cs2)CC1	-37%	0.0%	-1.6	i	0%	?	-4%	6%	-2%
42	O=[N+]([O-])c1ccc(S(=O)(=O)N2CCC3(CC2)OCCN3S(=O)(=O)c2cccs2)cc1	-13%	0.4%	4.0	i	-1%	-2%	-1%	12%	-29%
43	COc1ccc(C)cc1-n1nnnc1SCC(=O)NNC(=O)c1ccc([N+](=O)[O-])cc1	16%	-0.4%	-3.9	i	1%	-4%	-7%	-4%	25%

10 structures already listed, sorted by heavy-atom count, falling:
#	mol	HepG2 tox	Nrf2 ARE act	CCT modulator	pAkt inh	MmCpn inh	TGFb SMAD3 inh	A549 tox	Abeta rescue	Nrf2 block
32	Cc1ccc2c(CC(=O)Nc3c(C(=O)c4ccc(F)cc4)oc4ccccc34)coc2c1C	-1%	11%	nt	nt	nt	-1%	1%	-16%	?
43	COc1ccc(C)cc1-n1nnnc1SCC(=O)NNC(=O)c1ccc([N+](=O)[O-])cc1	16%	-0.4%	-3.9	i	1%	-4%	-7%	-4%	25%
42	O=[N+]([O-])c1ccc(S(=O)(=O)N2CCC3(CC2)OCCN3S(=O)(=O)c2cccs2)cc1	-13%	0.4%	4.0	i	-1%	-2%	-1%	12%	-29%
41	CCN(CC)CCCNC(=S)N1CCN(c2nc(-c3ccc(F)cc3)cs2)CC1	-37%	0.0%	-1.6	i	0%	?	-4%	6%	-2%
30	Cc1ccc(C)c(CSc2c(C(C)C)cnc3c2c(=O)n(C)c(=O)n3C)c1	-14%	-0.3%	nt	nt	nt	-16%	9%	-11%	nt
37	CN(CCC#N)C(=O)CSc1nc2scc(-c3ccccc3)c2c(=O)[nH]1	7%	-0.4%	3.0	i	-2%	-4%	0%	0%	-4%
35	COc1ccc(-c2n[nH]c(C)c2-c2ccc(OC)c(OC)c2)c(O)c1	-60%	4.1%	-2.8	i	-2%	-1%	-10%	6%	-6%
34	COc1ccc(S(=O)(=O)Nc2ccc3c(c2)OCO3)cc1C	-8%	-0.1%	-2.1	i	1%	0%	1%	32%	-20%
40	Nc1ccccc1C(=O)Nc1cccc2ccccc12	3%	8.6%	-0.1	i	-1%	-13%	6%	20%	?
33	Cc1cc(Nc2ccccc2)nc2cc(O)ccc12	-32%	13%	1.1	i	-1%	?	-7%	13%	19%
